Screening data from PubChem.
CAL PDZ FP-1: human CAL PDZ-peptide interaction inhibition. inhibition, % at 20 µM. 0.02% of 330,000 active. purified CAL PDZ, TMR-peptide fluorescence polarization, 1 h. Q9HD26. AID 504414;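 active = highest replicate inhibition of at least 40%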;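 also: plate controls were DMSO neutral control wells for no effect and unlabeled competitor peptide control wells for full effect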
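material = purified tagged CAL PDZ domain construct (CerCALP) | compound dosing = 20 µM, one dose | times = 1 h at RT | measured by = fluorescence polarization from S- and P-plane intensities, G-factor corrected | read-out = inhibition from polarization loss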
Rtt109 HAT inh: blocks Candida albicans Rtt109/Vps75 acetyltransferase activity; purified Rtt109/Vps75, ThioGlo CoA-SH fluorescence, 4 h; inhibition, % at 34.9 µM; 0.16% of 330,000 active;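 active = inhibition of at least 50% in every replicate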
Target sequence (Q5AAJ8 whole entry, looked up): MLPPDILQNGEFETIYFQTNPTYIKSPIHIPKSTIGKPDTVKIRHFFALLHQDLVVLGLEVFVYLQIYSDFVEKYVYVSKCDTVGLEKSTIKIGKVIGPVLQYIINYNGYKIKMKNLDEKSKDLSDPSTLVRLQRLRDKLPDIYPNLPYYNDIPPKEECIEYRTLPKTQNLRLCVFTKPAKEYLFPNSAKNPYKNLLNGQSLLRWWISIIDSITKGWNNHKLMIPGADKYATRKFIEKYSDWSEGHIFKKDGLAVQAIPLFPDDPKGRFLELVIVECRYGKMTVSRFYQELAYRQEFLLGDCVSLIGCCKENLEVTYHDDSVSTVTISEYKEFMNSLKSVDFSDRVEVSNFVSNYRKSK
CDK5 p35 inh: inhibitors of human CDK5/p35 kinase | 0.01% of 330,000 active | AID 488839 | Recombinant CDK5/p35, ADP-Glo luminescence, 60 min | Q00535+Q15078 | inhibition, % at 10 µM;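 active = highest replicate inhibition of at least 50% and at least 75% of replicates reaching 50%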;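 also: plate controls were DMSO neutral control for no effect and GW8510 at 10 µM for full effect; many of its hits are not listed in these tables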
dFosB act: mouse delta FosB homodimer activation; P13346; AID 493131; 0.99% of 340,000 active; purified delta FosB, TAMRA-CDK5 oligo fluorescence polarization; percent of positive-control signal above neutral wells; activation, % at 25 µM;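 active = mean activation above about 17%, with every replicate also reaching it, limit read from the data, passing the limit was not always enough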;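 also: fluorescence polarization rise as delta FosB binds a TAMRA Cdk5 AP-1 oligo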
Target sequence (P13346 whole entry, looked up): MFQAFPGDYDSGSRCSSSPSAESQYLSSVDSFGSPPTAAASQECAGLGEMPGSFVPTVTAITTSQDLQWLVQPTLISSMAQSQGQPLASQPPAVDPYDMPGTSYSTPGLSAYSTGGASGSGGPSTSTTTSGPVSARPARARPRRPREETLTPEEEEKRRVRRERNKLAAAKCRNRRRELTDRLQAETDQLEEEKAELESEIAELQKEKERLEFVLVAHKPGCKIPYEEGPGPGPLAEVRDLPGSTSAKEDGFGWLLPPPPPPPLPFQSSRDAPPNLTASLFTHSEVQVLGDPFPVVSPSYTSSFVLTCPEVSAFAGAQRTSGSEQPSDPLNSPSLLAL
CAL PDZ FP-2: CAL PDZ (human) peptide binding inhibition. Q9HD26. purified CAL PDZ, TMR-peptide fluorescence polarization, 1 h. inhibition, % at 24.9 µM. 0.92% of 300,000 active. AID 602252;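 active = mean inhibition of at least 30% with at least half of replicates also reaching 30%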;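 also: 0% = DMSO neutral control and 100% = excess unlabeled competitor peptide PRC23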
Wnt bcat act: activators of Wnt/beta-catenin signaling | Wnt/beta-catenin reporter cell assay, activator, plate reader | activation, % at 9.35 µM | 1.2% of 300,000 active | AID 743398; in the data active = activation above about 30%, passing the limit was not always enough;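 also: 0% = neutral control wells and 100% = positive control wells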
RTF Ca sens act: increases calcium sensitivity of human cardiac regulated thin filaments | 0.24% of 340,000 active | activation, % at 7.2 µM | P19429+P45379 | IANBD-labeled TnC RTF fluorescence at EC20 calcium; 0% EC20 calcium, 100% full calcium;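 active = activation above the mean over all tested compounds plus 3 SD, cut at about 30% in these data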;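 also: rise in fluorescence read as greater calcium sensitivity of cardiac thin filaments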
V-ATPase pH: yeast V-ATPase proton transport regulation by pHLuorin; S. cerevisiae, pHLuorin cytosolic pH fluorescence; response, % at 10 µM; 0.37% of 350,000 active; AID 504577; in the data active = response mostly above about 7.3%, no sharp cut-off; inactive = mostly below about 5.4%; also: actives read high; inactives centre near 0; some compounds called inactive have numbers as strong as hits; reference of the scale not given here
MITF TRPM1 HTS: increases MITF-driven TRPM1 promoter luciferase signal; 0.75% of 300,000 active; activation, % at 12.5 µM; SK-MEL-5 TRPM1-promoter luciferase, 24 h; % of positive control, neutral wells = 0;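 active = mean activation of at least 80% with every replicate also reaching 80%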;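 also: 0% = neutral control wells and 100% = parthenolide positive control wells; values of inactives mirror those of a sister screen read the other way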
Tat export inh: blocks Tat-dependent protein export in E. coli. 0.036% of 340,000 active. inhibition, % at 10 µM. E. coli MC4100 TorA-mCherry Tat export, fluorescence;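 active = mean replicate inhibition at least 50% and at least half of replicates individually reaching 50%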;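 also: exported cargo escapes ClpAP degradation while cytoplasmic cargo is degraded and loses fluorescence; 0% = median of neutral control wells and 100% = median of NaSCN control wells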
Numbers without * were called inactive; . = no result given.

SMILES	CAL PDZ FP-1	Rtt109 HAT inh	CDK5 p35 inh	dFosB act	CAL PDZ FP-2	Wnt bcat act	RTF Ca sens act	V-ATPase pH	MITF TRPM1 HTS	Tat export inh
C(=NC12CN3CN(CN(C3)C1)C2)c1ccc2c(c1)OCO2	-1.1	-1	3.4	1	2	-1	1	0	.	-1
O=C(Oc1ccc(C(=S)N2CCCCC2)cc1)c1ccccc1	-1.1	15	1.8	1	10	-1	.	0	-4	2
Cn1c(CN2CCCC2)nc2cc(NS(=O)(=O)c3ccc(Cl)cc3)ccc21	-0.9	-1	-3.3	-11	-5	.	9	-3	6	-5
O=C(NC1CCCC1)C1=COCCO1	-0.2	6	-0.2	-4	0	.	-4	1	-3	-1
Cn1c(=O)[nH]c(=O)c2c1nc(N1CCCCC1)n2CCCSc1nc2ccccc2s1	-3.5	3	-0.7	-2	.	.	3	-1	-5	7
COc1cc(C(=O)NNC(=O)c2ccc(S(=O)(=O)N3CCCCC3)cc2)cc(OC)c1OC	-0.9	-7	0.8	-4	-6	1	5	-1	0	-13
Cc1sc(NC(=O)C2=COCCO2)nc1-c1ccc(Cl)cc1	-1.8	4	0.0	0	-3	3	-9	3	48	-2
COc1ccc(Cl)cc1NC(=O)CC(C)c1ccccc1 (stereo unspecified)	-2.1	3	0.7	-7	-3	.	1	3	6	-5
Cc1ccc(C(=O)COC(=O)CNC(=O)c2ccccc2)s1	-0.6	16	1.5	3	12	0	5	-4	0	15
CCOc1ccc(OCC)c(NC(=O)Cn2c(C)nc3ccccc3c2=O)c1	-0.3	-11	-0.2	-3	3	-1	.	0	0	-1
O=C(O)c1ccc(/C=C2\SC(=S)N(Nc3ccccc3)C2=O)cc1	-1.7	19	-4.6	3	-1	-2	1	-1	1	-1
CCOC(=O)c1cc2c(=O)n3ccccc3nc2n(C)c1=NC(=O)c1c(-c2c(F)cccc2Cl)noc1C	-2.3	-9	-0.7	-3	0	-1	-2	-5	6	1
COc1ccc(-n2c(SCc3cccnc3)nc3c(c2=O)SCC3)cc1OC	1.0	3	-1.5	3	0	2	-6	1	3	2
CCc1ccc(-c2ccc3nnc(SCC(=O)NCC4CCCO4)n3n2)cc1 (stereo unspecified)	-3.2	-4	2.1	-27	1	-1	-3	-1	-22	5
Cc1cccc(NC(=O)CSc2nnc(NC(=O)CN3CCOCC3)s2)c1	-1.4	-3	-0.2	-8	.	.	-1	-3	-6	3
O=C(/C=C/c1ccccc1[N+](=O)[O-])Nc1ccccc1	-1.6	-7	0.7	4	-2	.	1	-2	73	3
NS(=O)(=O)c1cccc(NC(=O)CN2CCN(Cc3ccc4c(c3)OCO4)CC2)c1	0.1	3	0.2	3	-2	.	4	-1	-10	20
COc1ccc(Cl)cc1S(=O)(=O)N1CCN=C1c1ccccc1	-0.3	-2	1.0	-5	-6	1	2	2	12	1
O=C(CSc1nnc(-c2ccc(O)cc2)n1Cc1ccco1)N1CCc2ccccc2C1	-2.0	4	-1.1	-2	-2	.	-5	5	-11	10
CN(C)C(=O)c1ccc(Nc2nc(-c3cccs3)nc3ccccc23)cc1	-6.4	6	0.0	-62	-3	7	-5	0	10	2
C#CC1(O)CCC2C3CCC4=C(CCC(=O)C4)C3CCC21C (stereo unspecified)	-0.9	7	1.0	-5	.	-2	-6	0	-6	1
COc1ccc(CC2(CO)CCN(Cc3ccc(NC(C)=O)cc3)CC2)cc1	-3.2	0	1.3	-4	-1	-9	0	1	-9	-2
Cc1cccc([C@@H]2[C@@H]3C(=O)N(Cc4ccccc4)C(=O)[C@@H]3[C@]3(Cc4ccccc4)C(=O)N(c4cccc(Cl)c4)C(=O)N23)c1	0.5	-1	1.6	-1	-1	-3	-2	6	-5	0
CC1=NN(C(N)=S)C(=O)C1N=Nc1ccc(O)cc1 (stereo unspecified)	-0.6	4	-0.8	-10	-2	3	-3	1	3	-10
CCCCn1c(N)c(N(CC)C(=O)CSCc2ccc(C)cc2)c(=O)[nH]c1=O	-2.1	3	-0.7	-5	-1	0	0	1	0	-6
CC(C)CC(COCc1ccc([N+](=O)[O-])cc1)N1CCN(C(=O)c2ccc(C(F)(F)F)cc2)CCC1=O (stereo unspecified)	-0.7	2	0.6	-11	-3	-1	-5	-2	-2	6
Cc1ccc(-c2csc(NC(=S)NC(=O)c3cc4ccccc4o3)n2)cc1	-1.0	3	1.6	6	2	.	1	1	62	-3
N#Cc1c(F)cccc1NCCCn1ccnc1	0.1	.	1.4	-5	-6	2	-1	2	.	-2
COc1cc(/C=C/C(=O)OCC(=O)NC(=O)NC(C)C)cc(S(=O)(=O)N2CCc3ccccc32)c1OC	0.0	20	0.7	-22	-2	8	0	0	-27	-8
N#Cc1ccc(OCC(=O)N2CCN(S(=O)(=O)c3cccs3)CC2)cc1	0.9	-14	-0.4	-3	-1	.	7	2	1	-1

Exported with two lines to a compound: part of the list above
Values in the order – CAL PDZ FP-1	Rtt109 HAT inh	CDK5 p35 inh	dFosB act	CAL PDZ FP-2	Wnt bcat act	RTF Ca sens act	V-ATPase pH	MITF TRPM1 HTS	Tat export inh
- CCCCn1c(N)c(N(CC)C(=O)CSCc2ccc(C)cc2)c(=O)[nH]c1=O
 : -2.1	3	-0.7	-5	-1	0	0	1	0	-6
- CC(C)CC(COCc1ccc([N+](=O)[O-])cc1)N1CCN(C(=O)c2ccc(C(F)(F)F)cc2)CCC1=O (stereo unspecified)
 : -0.7	2	0.6	-11	-3	-1	-5	-2	-2	6
- Cc1ccc(-c2csc(NC(=S)NC(=O)c3cc4ccccc4o3)n2)cc1
 : -1.0	3	1.6	6	2	.	1	1	62	-3

Next part.
SMILES	CAL PDZ FP-1	Rtt109 HAT inh	CDK5 p35 inh	dFosB act	CAL PDZ FP-2	Wnt bcat act	RTF Ca sens act	V-ATPase pH	MITF TRPM1 HTS	Tat export inh
CC1CC(C)CN(c2ncnc3c2cnn3-c2ccc(Cl)cc2)C1 (stereo unspecified)	-0.6	3	-4.1	0	.	-2	-2	3	19	14
O=c1[nH]c2cc3c(cc2cc1CN(Cc1ccccc1)Cc1nnnn1Cc1ccco1)OCCO3	-2.0	-6	0.2	-15	-5	.	-3	2	17	11
O=C(NCCc1ccccc1)C(=O)N/N=C/c1ccc2c(c1)OCO2	.	7	1.4	-9	-1	.	-5	-2	-26	-1
COc1ccc(S(=O)(=O)N2CCOCC2)cc1NC(=O)Cn1nnc2ccccc2c1=O	0.6	-1	0.2	0	-5	0	-1	-1	9	0
Cc1nc2cc(F)ccc2n1C1CCN(C(=O)c2c(F)cccc2F)CC1	0.0	-2	1.4	-7	6	0	2	-1	2	1
CC12CN3CC(C)(CN(C1)C3c1ccc([N+](=O)[O-])o1)C2=O (stereo unspecified)	-3.6	-7	0.0	-8	-3	-5	-4	-1	7	5
CCOC(=O)c1sc(=NC(=O)c2ccc(C)cc2)n(C)c1C	-0.4	-1	0.9	-6	-9	31*	2	-2	32	0
CC1(C)CC(NC(=O)c2sc3cc(Cl)ccc3c2Cl)CC(C)(C)N1	-2.0	-1	-0.1	-6	-4	-1	0	-2	8	-1
NC(=O)CC(NC(=O)c1cccc(Br)c1)c1ccc(N2CCC(Br)CC2)c([N+](=O)[O-])c1 (stereo unspecified)	0.0	1	1.6	5	4	-2	2	-4	5	-2
Cc1ccc2nc(C)c(C(=O)O)cc2c1	-2.6	5	1.2	-10	-7	-5	13	-1	-3	-5
CC(=O)Nc1ccccc1N(CC(O)Cn1c2ccccc2c2ccccc21)S(=O)(=O)c1ccc(C)cc1 (stereo unspecified)	-4.5	-13	-2.5	-12	.	-3	-2	2	6	10
CS(=O)(=O)N1CCCC(C(=O)N2CCOCC2)C1 (stereo unspecified)	-2.4	-13	-3.0	-4	-5	0	-4	-2	14	6
CSc1nc(O)c(C2OC(=O)c3ccccc32)c(=O)[nH]1 (stereo unspecified)	-0.7	11	1.1	2	-1	-4	-6	-3	-3	5
CC(=O)Nc1ccc(-c2cc(-c3ccccc3)nc(-c3ccccc3)n2)cc1	-1.7	5	-2.3	7	12	.	-5	-2	-17	-1
Cc1oc(-c2ccccc2F)nc1CS(=O)CC(=O)NCc1ccc(F)cc1 (stereo unspecified)	-1.3	-1	2.1	2	.	3	4	0	.	11
O=C(C1CCC1)N1CCN(S(=O)(=O)c2cccc(F)c2)CC1	-0.2	-11	0.2	5	11	0	-6	-3	-10	4
O=C(CC1(O)C(=O)Nc2ccccc21)c1ccc(-n2cnnn2)cc1 (stereo unspecified)	-0.8	2	-2.5	.	-7	2	-6	2	5	-5
COc1cc(/C=N/N2CCN(c3ccc(Cl)cc3)CC2)cc(OC)c1OC(C)=O	-1.6	0	2.1	6	-7	1	-3	3	-35	-1
COc1ccc(NCc2cc3cc(OC)ccc3[nH]c2=O)cc1	0.5	5	4.9	-1	-6	4	2	0	7	3
COc1ccccc1N1CCN(S(=O)(=O)c2ccc3c(c2)NC(=O)C(C)C(=O)N3)CC1 (stereo unspecified)	-0.5	-4	-7.2	-8	.	8	7	1	.	-21
COc1ccc2[nH]c3c(c2c1)CCN1C(=O)C(CC(=O)NC/C=C(\C)CCC=C(C)C)C[C@H](C(=O)N2CCOCC2)[C@@]31CCC1CCCC1 (stereo partly specified)	-1.9	2	8.2	-3	8	-5	0	2	-25	3
COc1ccccc1NC(=O)Nc1ccnn1C1CCCCC1	-2.0	4	0.4	-11	-3	.	-1	1	-8	-14

Not a retest: entries from further up.
SMILES	CAL PDZ FP-1	Rtt109 HAT inh	CDK5 p35 inh	dFosB act	CAL PDZ FP-2	Wnt bcat act	RTF Ca sens act	V-ATPase pH	MITF TRPM1 HTS	Tat export inh
Cc1ccc2nc(C)c(C(=O)O)cc2c1	-2.6	5	1.2	-10	-7	-5	13	-1	-3	-5
CC(=O)Nc1ccccc1N(CC(O)Cn1c2ccccc2c2ccccc21)S(=O)(=O)c1ccc(C)cc1 (stereo unspecified)	-4.5	-13	-2.5	-12	.	-3	-2	2	6	10
CS(=O)(=O)N1CCCC(C(=O)N2CCOCC2)C1 (stereo unspecified)	-2.4	-13	-3.0	-4	-5	0	-4	-2	14	6
CSc1nc(O)c(C2OC(=O)c3ccccc32)c(=O)[nH]1 (stereo unspecified)	-0.7	11	1.1	2	-1	-4	-6	-3	-3	5
CC(=O)Nc1ccc(-c2cc(-c3ccccc3)nc(-c3ccccc3)n2)cc1	-1.7	5	-2.3	7	12	.	-5	-2	-17	-1
Cc1oc(-c2ccccc2F)nc1CS(=O)CC(=O)NCc1ccc(F)cc1 (stereo unspecified)	-1.3	-1	2.1	2	.	3	4	0	.	11
O=C(C1CCC1)N1CCN(S(=O)(=O)c2cccc(F)c2)CC1	-0.2	-11	0.2	5	11	0	-6	-3	-10	4
